From PubChem
LDHA block: LDHA (human) enzyme inhibition. purified LDHA, NADH/diaphorase-resazurin fluorescence; stronger effect = lower value. activity change, % (values are at about 110 or 230 µM). 480,000 tested, 0.15% active; in the data active means activity change below about -30%; inconclusive means mostly about -25% to -30%;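 further: plate controls were DMSO wells for no effect and wells without enzyme for full effect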
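Remaining NADH was detected by diaphorase (0.133 mg/mL) converting 37 µM resazurin to fluorescent resorufin, read at 0 and 20 minutes. The preceding 5-minute room-temperature reaction used 2 nM LDHA, 0.2 mM sodium pyruvate and 0.06 mM NADH at pH 7.4.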
GRP78 ERSR act: inducers of ER stress response in human glioma cells | AID 602332 | U87-MG GRP78 promoter luciferase reporter, 16 h | 420,000 tested, 0.02% active | Potency, µM, without a hit: at the highest dose activation, hits mostly activators; further: potency means the concentration at half of the fitted maximal effect; series mostly up to about 76 µM; % of control where 0% means no effect; nearly all actives have a fitted effect of over 35% in size
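ERSR induction read as luciferase luminescence (Bright-Glo, 10 min at room temperature) in stably transfected human U87-MG glioma cells exposed to compounds for 16 h, using GRP78 as sensor.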
Pol kappa inh: blocks human DNA polymerase kappa activity; purified Pol kappa, fluorescent DNA synthesis assay, 10 min; Q9UBT6; 400,000 tested, 0.53% active; Potency, µM (top dose mostly 107 µM), without a hit: at the highest dose activity, negative = inhibition, hits mostly inhibitors; further: potency means the concentration at half of the fitted maximal effect; on the % scale 0 is the no-effect control and ±100 the full control effect
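Pol kappa 10 nM + cpd, 15 min RT; start w/ substrate 50 nM final; fluorescence kinetic read, 0 and 10 min. Neg ctrl: buffer, no enzyme.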
Pol iota inh: DNA polymerase iota (human) inhibition; Q9UNA4; Pol iota fluorescent replication assay, 10 min; Potency, µM (titrated, usually from 115 µM), for the others: at the highest dose activity, negative = inhibition, most hits filed as inhibitors; 390,000 tested, 1% active; AID 588590; further: potency means the concentration at half of the fitted maximal effect
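Pol iota at 10 nM preincubated 15 min with compounds at room temperature; reaction started with fluorescent substrate, 50 nM final. Fluorescence read kinetically at 0 and 10 min; buffer-only wells as negative control.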
Apoferritin bind: binds horse apoferritin like a general anesthetic; P02791; apoferritin/1-aminoanthracene competitive binding, fluorescence; Potency, µM (titrated, usually from 77.5 µM), for inactives: top-dose activity change, negative = displacement, hits mostly inhibitors; 350,000 tested, 0.074% active; AID 485281; further: potency means the concentration at half of the fitted maximal effect; on the % scale 0 is the no-effect control and ±100 the full control effect; nearly all actives have a fitted effect of over 20% in size
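Apoferritin-based anesthetic binding model; compound displacement of fluorescent 1-AMA measured as endpoint fluorescence after 10 minutes at room temperature, scaled to free-ligand and complex controls.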
BLM inh: inhibitors of human Bloom syndrome helicase BLM | AID 2528 | recombinant BLM DNA unwinding, fluorescence dequenching | Potency, µM (titrated, usually from 56.1 µM), for inactives: at the highest dose activity change, negative = inhibition, hits mostly inhibitors | P54132 | 350,000 tested, 0.2% active;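 further: potency means the concentration at half of the fitted maximal effect; plate controls were vehicle for no effect and no enzyme for full effect; nearly all actives have a fitted effect of over 35% in size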
Target sequence (P54132 whole entry, looked up): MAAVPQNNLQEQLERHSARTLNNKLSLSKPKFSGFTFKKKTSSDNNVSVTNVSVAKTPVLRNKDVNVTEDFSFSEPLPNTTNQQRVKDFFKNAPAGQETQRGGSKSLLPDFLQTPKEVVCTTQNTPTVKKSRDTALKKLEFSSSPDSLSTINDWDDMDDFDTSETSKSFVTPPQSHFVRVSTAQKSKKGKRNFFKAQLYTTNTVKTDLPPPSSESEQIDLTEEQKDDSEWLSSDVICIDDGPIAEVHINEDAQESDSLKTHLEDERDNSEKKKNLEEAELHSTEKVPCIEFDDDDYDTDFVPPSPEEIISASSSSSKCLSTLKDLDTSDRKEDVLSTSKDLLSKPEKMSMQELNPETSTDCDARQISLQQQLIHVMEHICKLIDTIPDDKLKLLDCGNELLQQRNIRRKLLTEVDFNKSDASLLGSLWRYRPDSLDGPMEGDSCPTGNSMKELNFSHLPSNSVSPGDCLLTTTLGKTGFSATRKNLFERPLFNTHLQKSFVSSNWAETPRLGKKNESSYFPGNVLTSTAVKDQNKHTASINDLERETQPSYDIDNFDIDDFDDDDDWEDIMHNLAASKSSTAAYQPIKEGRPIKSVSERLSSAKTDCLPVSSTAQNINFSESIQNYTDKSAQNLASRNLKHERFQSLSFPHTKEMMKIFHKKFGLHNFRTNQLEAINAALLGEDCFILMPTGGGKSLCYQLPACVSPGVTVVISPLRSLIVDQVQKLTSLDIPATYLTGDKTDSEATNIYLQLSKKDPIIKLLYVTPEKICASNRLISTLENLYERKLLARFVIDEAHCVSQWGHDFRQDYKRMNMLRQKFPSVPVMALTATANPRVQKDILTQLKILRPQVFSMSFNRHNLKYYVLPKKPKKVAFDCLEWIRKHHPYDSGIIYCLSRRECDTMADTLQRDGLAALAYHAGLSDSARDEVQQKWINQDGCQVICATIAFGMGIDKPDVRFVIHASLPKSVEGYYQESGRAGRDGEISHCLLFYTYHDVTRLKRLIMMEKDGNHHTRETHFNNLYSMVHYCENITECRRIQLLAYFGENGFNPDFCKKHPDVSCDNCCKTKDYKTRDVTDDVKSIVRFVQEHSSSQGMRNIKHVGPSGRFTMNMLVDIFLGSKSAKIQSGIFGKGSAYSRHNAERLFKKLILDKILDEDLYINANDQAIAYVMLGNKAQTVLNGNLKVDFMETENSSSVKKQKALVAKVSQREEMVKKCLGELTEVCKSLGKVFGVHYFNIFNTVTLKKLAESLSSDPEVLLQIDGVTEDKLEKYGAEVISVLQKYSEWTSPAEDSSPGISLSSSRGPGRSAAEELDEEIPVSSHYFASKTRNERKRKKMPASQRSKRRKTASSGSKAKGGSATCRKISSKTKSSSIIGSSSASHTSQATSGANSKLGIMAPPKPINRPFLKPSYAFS
APEX1 inh: inhibitors of human APE1 endonuclease; P27695; Potency, µM (top dose mostly 65.8 µM), for the others: top-dose activity change, negative = inhibition, most hits filed as inhibitors; AID 2517; recombinant APE1, TAMRA/BHQ-2 abasic DNA cleavage fluorescence; 350,000 tested, 0.35% active;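 further: potency means the concentration at half of the fitted maximal effect; plate controls were vehicle for no effect and reference inhibitor for full effect; nearly all actives have a fitted effect of over 55% in size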
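0.75 nM APE1 + cpd, 15 min RT; start w/ 50 nM TAMRA/BHQ-2 THF-abasic dsDNA; kinetic fluor 525/598 nm ×3 reads @60 s; Δ(read3−read1); normalized to DMSO and NSC13755 control wells.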
POLH inh: blocks human DNA polymerase eta activity | Q9Y253 | recombinant Pol eta, fluorescent DNA replication assay | Potency, µM (highest dose often 114 µM), for the others: at the top dose activity change, negative = inhibition, hits mostly inhibitors | 390,000 tested, 1.2% active; further: potency means the concentration at half of the fitted maximal effect; on the % scale 0 is the no-effect control and ±100 the full control effect
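Pol eta at 10 nM preincubated with compounds 15 min at room temperature; reaction started with fluorescent substrate (50 nM final) and read kinetically at 0 and 10 min.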
POLB inh: DNA polymerase beta (human) inhibition; P06746; Pol beta primer extension/strand displacement, fluorescence kinetic; Potency, µM (top dose mostly 114 µM), inactives show top-dose activity change, negative = inhibition, most hits filed as inhibitors; 340,000 tested, 1.3% active; further: potency means the concentration at half of the fitted maximal effect; on the % scale 0 is the no-effect control and ±100 the full control effect
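Curves were derived by four-parameter Hill fits of normalized qHTS data. The kinetic fluorescent primer-extension read was taken at 0 and 10 min after 50 nM substrate, following a 15 min room-temperature preincubation of 10 nM enzyme with compounds.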
* marks the source's active call; other numbers are inactive results; ? = inconclusive; / = not tested or not shown; & = joins results of further samples; [ ] = remark or other dose. Unless noted, the call rests on the fitted dose curve; in most records, active means well fitted curve in the direction sought with a large enough effect; inconclusive means small, poorly fitted or top-dose-only effect, or another doubt; inactive means no such curve, though single readings can be large; an effect the other way counts as inactive or inconclusive. These rows are one share of the data; count on the stated rates, not on these rows.

SMILES	LDHA block	GRP78 ERSR act	Pol kappa inh	Pol iota inh	Apoferritin bind	BLM inh	APEX1 inh	POLH inh	POLB inh
Cn1c(CN2CCCCC2)nc2cc(NC(=O)c3cccs3)ccc21	-4.6	-1.4%	1.1%	-13.4%	-3.8%	1.4%	3.7%	-4.6%	-2.0%
Cc1cccn2c(=O)c3cc(C(=O)NCC4CCCO4)c(=N)n(C4CCCCC4)c3nc12 (centres undefined)	-4.8	-0.1%	2.5%	?	67.1%[activator]	3.7%	10.2%	-21.8%	9.8%
O=C(Nc1cccc(Cl)c1)Nc1nnc(CSCCOc2ccc(Cl)cc2)s1	-4.0	-4.5%	-11.9%	12.1%	-11.5%	-4.8%	0.1%	-13.6%	-1.0%
CC(C)n1c(SCC(=O)NCc2ccco2)nc2c1c(=O)n(C)c(=O)n2C	2.5	-1.1%	-8.2%	-9.7%	-12.1%	2.3%	-3.2%	-1.4%	-21.7%
COc1ccc(NC(=O)COc2ccc(-c3nn(C)c(=O)c4ccccc34)cc2)cc1	3.1&-3.8&-4.4	0.4%&-2.9%	-16.8%&1.2%	45.2%&23.3%[activator]	-5.1%&-4.7%	-6.5%&-4.2%	-2.3%	1.4%&-1.8%	-0.7%&-11.1%
COc1c(Cl)ccc(Cl)c1C(=O)NCc1ccco1	-2.4	-3.0%	5.7%	56.6%[activator]	-6.4%	-4.4%	0.5%	-13.4%	24.8%
COC(=O)c1cc(C)sc1NC(=O)CSc1ncccn1	-2.6	-2.9%	3.2%	35.2%[activator]	-17.8%	-4.5%	26.4%	0.7%	7.4%
Cc1nn(Cc2ccc(C(=O)Nc3nccs3)cc2)c(C)c1Cl	0.1	-0.1%	-1.3%	-1.2%	-15.3%	-5.0%	-1.9%	-16.9%	-12.1%
COc1cnn(-c2ccc(Br)cc2)c(=O)c1SCc1ccccc1	-5.2	7.1%	-1.6%	31.8%[activator]	-2.8%	-12.3%	1.0%	-21.3%	-9.6%
CCc1nc2ccccc2c(C(=O)OCC(=O)Nc2ccc(NC(C)=O)cc2)c1C	-1.7	-3.4%	2.4%	18.2%	/	/	-2.6%	-11.6%	/
O=C1CC[C@@H](O)CCN1CC[C@H](Sc1ccc(Br)cc1)c1ccccc1	1.9	-0.6%&0.6%	-7.8%&-1.9%	8.0%&20.4%	/	/	-12.8%	-26.1%	/
O=C(NCCCN1CCN(CCCNC(=O)c2ccc3c(c2)OCO3)CC1)c1ccc2c(c1)OCO2	-7.1	-5.0%	-1.2%	20.4%	1.4%	-1.4%	3.3%	-14.3%	0.1%
CCOC(=O)c1cnn2c(C)cc(-c3ccc(F)cc3)nc12	-3.4	-1.6%	-17.6%	4.9%	34.1%[activator]	-0.1%	3.3%	-6.1%	0.3%
O/N=C(\c1ccc2c(c1)OCCO2)C1CCCCC1	-3.1	-2.0%	-10.6%	18.7%	1.0%	-11.8%	21.0%	-25.4%	18.1%
O=C(NNC(=S)NCc1ccco1)c1ccc(Cl)s1	-1.9	4.3%	-17.4%	-2.1%	-11.6%	0.1%	0.3%	0.2%	82.6%
CSCCC(C(=O)Nc1ccc2c(c1)OCO2)N1C(=O)c2ccccc2C1=O (centres undefined)	-4.1	-3.6%	-5.7%	14.0%	-11.8%	1.2%	0.2%	2.6%	-2.0%
Cc1cccc(C)c1NC(=O)CCS(=O)(=O)c1cccc2nonc12	-8.1&-4.8	-2.6%&-2.5%	0.2%&-7.0%	34.9%[activator]	-4.6%&2.2%	-0.4%&-2.6%	57.9%[activator]	-12.2%&0.8%	8.2%&25.3%
CCN1CCN(CCCNC(=O)c2ccc3c(c2)NC(=O)c2ccccc2S3)CC1	-4.4	-1.6%	-15.0%	-13.7%	-0.2%	16.8%	-0.3%	-2.2%	-0.1%
COc1ccc(OC)c(NC(=O)c2ccccc2NC(=O)c2ccco2)c1	-13.3	-2.4%	-4.5%	40.4%[activator]	-5.9%	-3.6%	-1.3%	-6.1%	2.5%
CC(C)(C)c1ccc(C(=O)Oc2ccc3c(c2)OCC3=O)cc1	-2.2	2.4%	-9.6%	6.7%	-8.2%	-0.3%	9.1%	9.0%	2.2%
Clc1ccccc1OCc1nn2c(-c3ccncc3)nnc2s1	-8.3	0.1%	-4.6%	-1.7%	-7.4%	-18.4%	2.2%	-18.1%	?
Cc1cccc2c1cnn2C(=O)CCC(=O)NC1CCCCC1	-3.9	-1.0%	-1.4%	-2.9%	-14.8%	0.6%	14.0%	-3.8%	-26.1%
COc1ccc2c(C)cc(SC3CCOC3=O)nc2c1 (centres undefined)	-5.7	2.0%	-7.7%	52.0%[activator]	-15.3%	-0.7%	1.7%	2.0%	-11.4%
CCOC(=O)/C(=C\Nc1ccccc1C(F)(F)F)Sc1ncc(C(F)(F)F)cc1Cl	1.1	-5.5%	-17.7%	0.5%	-9.4%	0.7%	-2.6%	?	61.2%
CCc1cccc(CC)c1NC(=O)Cn1nnc2sc(-c3ccccc3)cc2c1=O	-3.2	/	-7.1%	23.8%	5.3%	-4.6%	/	/	15.6%
Later entries.
SMILES	LDHA block	GRP78 ERSR act	Pol kappa inh	Pol iota inh	Apoferritin bind	BLM inh	APEX1 inh	POLH inh	POLB inh
CCCC/C=C1/CCC(CN(C)C)C1=O (centres undefined)	-4.0	0.1%	-10.9%	1.6%	/	/	/	1.3%	/
COc1ccc(OC)c(-n2c(-c3ccn[nH]3)n[nH]c2=S)c1	-2.1	-1.4%	-4.0%	51.5%[activator]	0.4%	-2.2%	5.4%	-18.7%	15.8%
CCCS(=O)(=O)N1CCC(C(=O)N2CCN(Cc3ccccc3)CC2)CC1	-9.8	-0.8%	2.4%	4.4%	-9.4%	0.3%	-2.3%	-3.7%	13.5%
COc1ccc(-n2cnnc2SCC(=O)Nc2cccc(S(=O)(=O)N3CCCCC3)c2)cc1	-18.8	-3.6%	-6.3%	23.5%	-15.8%	-1.5%	-1.6%	-19.5%	0.6%
Cc1oc(-c2ccc(Cl)cc2)nc1CS(=O)CC(=O)NCCN1CCCCCC1 (centres undefined)	-2.5	-0.7%	4.8%	36.6%[activator]	-21.7%	13.7%	56.8%[activator]	-12.2%	15.0%
COc1ccc(NC(=O)Nc2cccc3c2O[C@H](CN(C)C(=O)NC(C)C)[C@@H](C)CN([C@H](C)CO)C3=O)cc1	-0.3	2.1%	0.7%	11.3%	/	/	-6.1%	-14.7%	/
CC(=O)N1CCc2cc(S(=O)(=O)N3CCc4ccccc4C3)ccc21	-6.0	-6.4%	-5.2%	1.8%	-4.5%	-4.1%	12.5%	-6.4%	3.0%
Cc1cc(O)c(C(=O)/C=C/c2ccccc2)c(=O)o1	1.0	2.2%	-15.0%	?	-12.4%	-9.1%	-11.6%	-14.8%	14.5%
CS(=O)(=O)c1ccc2nc(NC(=O)C3=NN(c4ccccc4)C(=O)CC3)sc2c1	1.0	2.5%	-26.6%	-2.1%	-5.1%	-0.2%	3.5%	2.2%	0.1%
Cc1ccc2c(CNCc3ccc(C)o3)c(C(=O)O)n(Cc3ccccc3C)c2c1	-1.6	-2.4%	-20.3%	0.4%	?	-2.2%	/	-17.5%	0.2%
COCCn1c(SCc2cc(C(C)=O)ccc2OC)nc2cc(Cl)ccc2c1=O	-4.8	-1.1%	-0.7%	27.6%	5.7%	-8.5%	5.7%	-22.1%	0.1%
C/C(N)=C(/C#N)C(=O)COC(=O)C1Cc2ccccc2CN1S(C)(=O)=O (centres undefined)	-0.8&-1.5	-1.8%&-3.1%	?	22.4µM*	-12.0%	-14.6%	?	20µM*	39.8µM*
O=C(NC1CCN(S(=O)(=O)c2ccccc2)CC1)c1ccccc1	-6.0	-1.8%	-17.7%	-10.1%	-7.0%	-1.9%	-1.4%	-6.1%	46.3%
O=C(O)CNS(=O)(=O)c1cc(Cl)c(Cl)cc1Cl	-6.4	0.2%	-17.0%	-0.6%	12.3%	1.8%	0.6%	-13.5%	-2.5%
O=C(Cc1ccc(Cl)cc1)Nc1nnc2n1CCS2	0.8	2.1%	-3.3%[60.1 µM]	5.4%	-6.4%	1.4%	/	-0.8%	4.9%
CCOc1ccc(CCNC(=O)CCc2c(C)nc3c(-c4ccccc4)c(C)nn3c2C)cc1OCC	-1.0	-3.9%	-4.7%	25.0%	-3.8%	-0.4%	/	-24.4%	0.3%
O=C(CO/N=C/c1ccccc1OC(F)F)NCc1ccco1	-1.4	0.7%	-8.9%	-13.8%	-3.6%	-2.5%	3.9%	-9.8%	1.3%
CCOc1ccccc1CNC(=O)CCCn1c(=O)c2cccn2c2ccc(F)cc21	?	-3.4%	4.8%	25.5%	-11.0%	-5.2%	/	-15.6%	9.9%
COC(Cn1c(-c2cccc(S(=O)(=O)N(C)C)c2)n[nH]c1=S)OC	-3.8	-5.5%	-0.6%	129.7%[activator]	-2.3%	2.8%	-5.9%	-14.9%	-12.2%
Cc1cc(NC(=O)c2cc(CC(C)C)on2)no1	-0.6	-2.3%	3.1%	-5.6%	-13.3%	-0.7%	-0.4%	-2.5%	1.6%
O=C(NN1C(=O)C2CC=C(Cl)CC2C1=O)c1ccncc1 (centres undefined)	-18.8	-1.8%	50.1µM*	39.8µM*	-5.2%	-14.2%	?	10µM*	3.16µM*
CCOC(=O)c1c(NC(=O)N/N=C/c2ccccc2OCC)sc(C(C)=O)c1C	-6.5	-1.2%	-10.1%	-2.6%	-8.9%	-3.0%	-1.9%	-3.3%	2.1%
COC(=O)c1c(NC(=O)C2CCCCC2C(=O)O)sc2c1CCCCC2 (centres undefined)	-3.1	3.4%	-16.6%	82.7%[activator]	-11.5%	-2.9%	2.8%	-1.0%	-7.1%
O=C(O)c1ccc(Nc2nc(-c3ccc([N+](=O)[O-])cc3)nc3ccccc23)cc1	-10.8	-2.9%	-12.1%	?	14.0%	-23.8%	?	?	56.2µM*

Some entries already given with just Pol kappa inh:
structure | Pol kappa inh
CC(=O)N1CCc2cc(S(=O)(=O)N3CCc4ccccc4C3)ccc21 | -5.2%
CCOc1ccc(CCNC(=O)CCc2c(C)nc3c(-c4ccccc4)c(C)nn3c2C)cc1OCC | -4.7%
